Bioassay records deposited in PubChem by The Scripps Research Institute Molecular Screening Center.
OX1R antag-1: blocks the human orexin 1 receptor; O43613; CHO/OX1R cells, Fluo-8 calcium fluorescence, orexin A; inhibition, % at 5 µM; 330,000 compounds, 0.43% hits; AID 434989;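 active means inhibition above its plate's threshold, mean inhibition of all tested compounds on the plate plus 3 SD, cut at about 37% in these data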;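 further: 0% = orexin A challenge wells and 100% = SB-334867-A antagonist wells; not every result past the cut was called active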
Target sequence (O43613 whole entry, looked up): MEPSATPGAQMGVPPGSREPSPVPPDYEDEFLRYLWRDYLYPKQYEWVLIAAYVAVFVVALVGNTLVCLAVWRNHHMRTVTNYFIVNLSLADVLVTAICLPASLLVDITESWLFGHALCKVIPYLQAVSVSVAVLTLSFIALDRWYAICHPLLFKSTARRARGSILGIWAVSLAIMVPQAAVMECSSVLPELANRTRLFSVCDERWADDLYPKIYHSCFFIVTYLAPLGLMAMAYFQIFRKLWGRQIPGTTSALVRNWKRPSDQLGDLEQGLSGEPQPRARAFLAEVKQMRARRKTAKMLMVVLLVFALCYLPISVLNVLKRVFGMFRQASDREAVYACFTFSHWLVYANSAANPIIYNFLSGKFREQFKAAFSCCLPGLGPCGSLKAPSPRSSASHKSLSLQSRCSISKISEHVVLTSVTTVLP
OX1R antag-2: antagonists of human orexin 1 receptor (OX1R) | OX1R-expressing cells, FRET antagonist read-out | inhibition, % at 6.6 µM | 330,000 compounds, 1.8% hits | AID 485270 | O43613; in the data active means inhibition mostly above about 38%, no sharp cut-off; inactive means mostly below about 40%;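 further: 0% = agonist challenge alone and 100% = reference antagonist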
Numbers without * were called inactive.

SMILES	OX1R antag-1	OX1R antag-2
Cc1cccc(CN2C(=O)c3ccccc3Sc3ccc(C(=O)NCCCN4CCOCC4)cc32)c1	-30	10
Nc1nonc1C(=O)NCCNC(=O)c1cccs1	3	2
COCc1nnc(NC(=O)C2CC(=O)N(CCc3ccc(F)cc3)C2)s1 (configuration not stated)	-1	17
Cn1c(=O)c2c(nc(N3CCN(Cc4ccccc4)CC3)n2CCCc2ccccc2)n(C)c1=O	-23	11
O=C(c1cc2cc(F)ccc2[nH]1)N1CCCC(Nc2ccc(F)cc2)C1 (configuration not stated)	-31	5
COc1ccc(S(=O)(=O)N2CCC(N3CCN(c4ccccc4)CC3)CC2)cc1	-16	8
CNC(=O)c1cn(-c2ccc(Cl)cc2)c(=O)c2ccccc12	-19	16
O=c1cc(-c2c(F)c(F)c(F)c(F)c2F)oc2ccccc12	15	43
COc1ccc(S(=O)(=O)N(C)Cc2cccs2)cc1Br	-14	18
Nc1nc(O)c(Sc2ccccc2[N+](=O)[O-])c(=O)[nH]1	3	41
COc1ccc(C)cc1Nc1nc(-c2c(C)[nH]c3ccccc23)cs1	-2	18
CSCCC(NC(=O)c1ccccc1)C(=O)N1CC(C)OC(C)C1 (configuration not stated)	2	15
CC(C)C[C@H](NC(=O)CCCn1nnc2ccccc2c1=O)C(=O)O	-1	22
CC(NC(=O)c1ccco1)C12CC3CC(CC(C3)C1)C2 (configuration not stated)	-6	2
Cc1ccccc1OCC(=O)Nc1ccc2c(c1)ncn2C	-12	19
CCc1ccc(Oc2coc3cc(O)ccc3c2=O)cc1	-12	8
O=C(NCCc1csc(-c2cccnc2)n1)c1ccc(Cl)cc1	-36	4
Cc1cc(C)n(-c2nc3ccccc3nc2N2CCCCCC2)n1	-9	16
CCOC(=O)C(C)N(c1ccccc1Cl)S(C)(=O)=O (configuration not stated)	-10	26
O/C(=C\Sc1nnc(Cc2ccccc2)o1)c1ccc(Br)cc1	-31	6
COc1ccc(-c2ccc(Nc3ccc(C(=O)N4CCOCC4)cc3)nn2)cc1OC	-18	13
Cc1ccc(C)c(N2CCN(c3nc4ccccc4c(=O)n3Cc3ccccc3)CC2)c1	-47	18
CCc1ccc(N2CCN(C(=O)N3CCOCC3)CC2)cc1	-4	10
COCC(=O)OC/C(O)=C(\C#N)c1nc2ccccc2[nH]1	-2	-5
Nc1nnc(SCC(=O)NCC(=O)Nc2ccc(F)c(F)c2F)s1	-8	-1
(more compounds)
SMILES	OX1R antag-1	OX1R antag-2
Cc1ccc2c(c1)NC(=O)C(CC(=O)N(C)Cc1ccccc1)O2 (configuration not stated)	-32	7
COc1ccc(CCNC(=O)C/C(C)=N/NC(=O)c2ccc(N)cc2)cc1OC	-3	27
COc1cc2c(cc1O)CC[n+]1cc3c(OC)c(OC)ccc3cc1-2	-5	77*
COc1ccc(NC(=O)c2coc3ccccc23)cc1OC	-7	9
O=c1c2ccc(Cl)cc2[nH]c(=S)n1Cc1cccnc1	-29	6
OC(COc1ccc2c(c1)CCC2)CN1CCN(c2ccccc2F)CC1 (configuration not stated)	-26	0
CN(CCOc1ccc(-c2ccn(S(=O)(=O)c3c(Cl)cccc3Cl)n2)cc1)c1ccccn1	-20	12
COc1cccc(C(=O)C2CCCN(Cc3cn[nH]c3C3CCCCC3)C2)c1 (configuration not stated)	-30	9
O=C(CSc1nc2ccsc2c(=O)n1Cc1ccc(C(=O)O)cc1)NCc1ccco1	6	18
CCCCN1C(=O)C(=O)N(CC(=O)NC2CCCc3ccccc32)C1=O (configuration not stated)	-1	26
CCCCCC(=O)N(CN1C(=O)CCC1=O)c1ccccc1	-14	9
CCCN1CCC(=NNc2ccc(S(=O)(=O)N3CCOCC3)cc2[N+](=O)[O-])CC1	-9	71*
O=C1CSc2ccc(S(=O)(=O)NCc3ccc(Cl)cc3)cc2N1	-11	32
CC1Cc2ccccc2N1C(=S)Nc1cccc(S(=O)(=O)N(C)C)c1 (configuration not stated)	-20	14
CCCCc1cc(=O)oc2c(C)c(OCC(=O)NCc3ccccn3)ccc12	-11	5
CN(Cc1ccccn1)C(=O)c1ccc2nc(Cc3cccc(Cl)c3)oc2c1	-22	16
CC(NC(=O)COc1cccnc1[N+](=O)[O-])c1ccc(Cl)cc1Cl (configuration not stated)	-14	-2
Cc1ccc(/C=N/NC(=O)c2ccccn2)o1	-12	21
O=C(CN1CCN(S(=O)(=O)c2ccc(F)cc2)CC1)N1CCOCC1	-14	9
C=CCn1c(CCNC(=O)c2cccs2)nnc1SCC(=O)Nc1cccc(Cl)c1C	-32	13
CCOc1ccc(NC(=O)Cn2sc3nc(C)cc(C)c3c2=O)cc1	52*	5
O=C(c1cc(S(=O)(=O)N2CCOCC2)ccc1F)N(Cc1nnc(-c2ccccc2Cl)o1)C1CC1	-26	12
COCCNC(=O)COc1ncnc2ccc(Br)cc12	1	20
CCOc1ccc(NC(=O)C2CCN(S(=O)(=O)c3cccnc3)CC2)cc1	20	11
CC1CCCC(NC(=O)COC(=O)c2ccc(S(=O)(=O)N3CCOCC3)cc2)C1C (configuration not stated)	-14	15

Retrieved by compound from above:
SMILES	OX1R antag-1	OX1R antag-2
CC(NC(=O)COc1cccnc1[N+](=O)[O-])c1ccc(Cl)cc1Cl (configuration not stated)	-14	-2
O=C(c1cc(S(=O)(=O)N2CCOCC2)ccc1F)N(Cc1nnc(-c2ccccc2Cl)o1)C1CC1	-26	12
O=c1c2ccc(Cl)cc2[nH]c(=S)n1Cc1cccnc1	-29	6
OC(COc1ccc2c(c1)CCC2)CN1CCN(c2ccccc2F)CC1 (configuration not stated)	-26	0
CCCCN1C(=O)C(=O)N(CC(=O)NC2CCCc3ccccc32)C1=O (configuration not stated)	-1	26
Cc1ccc(/C=N/NC(=O)c2ccccn2)o1	-12	21

New compounds follow:
SMILES	OX1R antag-1	OX1R antag-2
O=C(CCNC(=O)c1ccccc1Cl)NCc1ccncc1	-8	12
COc1cc(C(=O)OCC(=O)N2CCCCC2C)cc(NC(=O)c2cccs2)c1OC (configuration not stated)	-30	33
C=C(C)CSc1nnc(-c2cccc(S(=O)(=O)N(C)C)c2)n1-c1cc(OC)ccc1OC	-24	21
Cc1ccc(S(=O)(=O)N2CCCC(C(=O)NCCc3ccc4c(c3)OCO4)C2)cc1 (configuration not stated)	-29	15
Nc1nonc1-n1nnc(C(=O)N/N=C/c2cccc(F)c2)c1CN1CCCCCC1	-31	13
O=C(Nc1ccc(S(=O)(=O)N2CCCC2)cc1)c1cncc(Br)c1	2	5
COc1ccccc1N1CCN(c2ccc([N+](=O)[O-])cn2)CC1	-8	13
Cc1c(C(=O)Nc2cccc(N(C)S(C)(=O)=O)c2)cccc1[N+](=O)[O-]	-13	3
COc1ccc2[nH]c3c(c2c1)CCN1C(=O)C(CC(=O)NCC24CC5CC(CC(C5)C2)C4)C[C@H](C(=O)N2CCOCC2)[C@@]31C (some centres not stated)	-34	8
COc1ccc(C(=O)N/N=C/C(C)c2ccccc2)cc1OC (configuration not stated)	-5	32
COc1cc(OC)c(OC)cc1CNCC1COc2ccccc2O1 (configuration not stated)	-18	4
CC(C)Cc1ccc(CN2CCCC(NC(=O)c3ccnn3C)C2)cc1 (configuration not stated)	-18	2
Cn1c2c(c(=O)n(C)c1=O)CN(CCCN1CCOCC1)CN2	-27	4
CC(C)(C)OC(=O)N[C@@H](C(=O)OC(C)(C)C)c1ccc(C(F)(F)F)cc1	-13	3
CN(C(=O)c1ccco1)c1nnc(C23CC4CC(CC(C4)C2)C3)s1	-29	5
CCOC(=O)c1cnc2c(C(F)(F)F)cccc2c1NCCCN1CCOCC1	-18	3
CC(=O)C1=C(O)C(=O)N(c2ccc(O)cc2)C1c1ccc(Cl)cc1 (configuration not stated)	-6	-8
C=CCNC(=O)/C(C#N)=C\c1cc(Cl)c(OCC)c(OC)c1	-7	21
COc1ccc(CN2C(=O)NC3(CCCCC3)C2=O)cc1F	-33	5
COC(=O)c1nnn(-c2cc(Cl)cc(Cl)c2)c1C(=O)OC	-6	-2
Cc1nn(Cc2ccccc2Cl)c(C)c1NC(=O)c1noc(C(C)C)c1[N+](=O)[O-]	-14	15
Cc1cccc(/C=N/NC(=O)c2cc(Br)ccc2O)n1	-4	-4
COc1ccc(-c2noc(N3CCC(C(=O)Nc4cc(OC)c(OC)c(OC)c4)CC3)n2)cc1	-26	32
CN(CC(=O)Nc1c(Cl)cccc1Cl)C(=O)CCC1CCCC1	-9	19
O=[N+]([O-])c1ccccc1CCc1cnc(Cl)s1	-14	4
Next part.
SMILES	OX1R antag-1	OX1R antag-2
CCCCC(=O)Nc1cccc(NC(=O)c2cccc(Br)c2)c1	-29	27
CC(C)=N/N=c1\scc(C)n1Cc1ccco1	-6	18
Cc1ccccc1-c1nnn(CC(=O)NC(=O)NC2CCCC2)n1	-24	6
NC(=O)c1cc(Br)cc2c3c([nH]c12)CCCC3	-17	5
O=C(Nc1ccc(O)cc1)c1ccc2c(c1)C(=O)N(Cc1ccco1)C2=O	-2	11
CCc1ccc(OCC(=O)OCC(=O)c2c(N)n(C)c(=O)n(C)c2=O)cc1	-19	14
O=C(NCc1cccs1)c1cccc(Nc2nc3ccc(Br)cc3[nH]2)c1	-24	12
O=C(NOCc1ccccc1)c1ccc([N+](=O)[O-])cc1	4	17
O=C(CCCN1C(=O)c2cccc3cccc(c23)C1=O)N1CCN(c2ncccn2)CC1	-17	36
CC(c1ccc(O)cc1)(c1ccc(O)cc1)c1ccc(CCBr)cc1	4	5
Cc1cccc(-n2ncc3c2CCCC3NC(=O)C2(C(N)=O)CC2)c1C (configuration not stated)	12	10
CCOC(=O)c1c(NC(=O)CSc2nnc(CNc3ccc(F)cc3)o2)sc(C)c1C	-19	14
COc1ccc(CN(CC(=O)NCc2ccc(F)cc2)C(=O)CCC(=O)Nc2nccs2)cc1	-10	21
COc1ccccc1N1C(=O)c2ccc(C(=O)Nc3cccc(C(C)=O)c3)cc2C1=O	-20	11
O=C(CN1C(=O)NC2(CCc3ccccc32)C1=O)NCC(F)(F)F (configuration not stated)	-32	4
Cc1c(C(=O)N2CC(C)OC(C)C2)oc2ccccc12 (configuration not stated)	-12	4
O=C(N/N=C/c1ccco1)C1CC(=O)N(c2ccccc2)C1 (configuration not stated)	-6	23
CCCCN(C(=O)CCC(=O)O)C1CC(=O)N(c2ccc(OCCC)cc2)C1=O (configuration not stated)	-5	17
Cc1cc(C(=O)N/N=C/c2ccccc2Br)no1	-12	8
CCCCCn1c(=O)[nH]c2cc(C(=O)NCCCN3CCC(C)CC3)ccc2c1=O	-28	16
COc1ccccc1C1C2=C(N=c3s/c(=C/c4cccc(OCC(=O)O)c4)c(=O)n31)c1ccccc1CC2 (configuration not stated)	5	12
Cc1cc2c(ncn2Cc2ccccc2)c(NS(C)(=O)=O)c1C	-24	13
Clc1cccc(OCCCCCN2CCOCC2)c1	-16	-2
O=C(CSCC(=O)N1CCCCC1)Nc1nc(-c2cccs2)cs1	-21	14
O=C(NC1CCN(C(=O)c2ccccc2Br)CC1)c1ccccc1	4	0

One compound at a time (already shown). Order of screens: OX1R antag-1	OX1R antag-2
Listed for `O=C(CN1C(=O)NC2(CCc3ccccc32)C1=O)NCC(F)(F)F` (configuration not stated) = -32	4
Listed for `O=C(Nc1ccc(O)cc1)c1ccc2c(c1)C(=O)N(Cc1ccco1)C2=O` = -2	11
Listed for `CC(c1ccc(O)cc1)(c1ccc(O)cc1)c1ccc(CCBr)cc1` = 4	5

Three structures out of the list, arranged by heavy-atom count, ascending:
SMILES	OX1R antag-1	OX1R antag-2
NC(=O)c1cc(Br)cc2c3c([nH]c12)CCCC3	-17	5
O=C(NOCc1ccccc1)c1ccc([N+](=O)[O-])cc1	4	17
CCCCN(C(=O)CCC(=O)O)C1CC(=O)N(c2ccc(OCCC)cc2)C1=O (configuration not stated)	-5	17

(continued)
SMILES	OX1R antag-1	OX1R antag-2
Cc1ccccc1C(=O)O[C@H]1[C@H](Cc2ccccc2)NS(=O)(=O)[C@H]2CC3C=C[C@]12O3	-8	5
Cc1ccc(CCNC(=O)CN(C)S(=O)(=O)c2cnc[nH]2)cc1	0	6
CCOC(=O)c1c(C)[nH]c(C(=O)COc2ccc3c(c2)OCO3)c1C	4	48
CCOC(=O)c1nnn(-c2nonc2N)c1-c1cccc2ccccc12	-13	12
COc1cc(/C=C/C(=O)OCC(=O)NC(=O)NC2CCCCC2C)ccc1OC(F)F (configuration not stated)	-22	-3
CCOC(=O)c1oc2ccccc2c1NC(=O)COc1ccc(F)cc1	-19	23
COc1cc(/C=N\NC(=O)c2ccc(-c3ccccc3)cc2)cc(Br)c1O	-9	22
NC(=O)CSc1nc2ccccc2n1-c1ccccc1	-12	9
CN(CC(=O)Nc1ccccc1Cl)C(=O)COC(=O)c1nc(Cl)ccc1Cl	-15	13
CC(Oc1ccc(Cl)cc1Cl)C(=O)Nc1ccc2oc(-c3ccncc3)nc2c1 (configuration not stated)	-23	12
COc1cccc(NC(=O)Nc2ccccc2C(N)=O)c1	-1	11
CCCCNC(=O)O[C@@H]1C[C@H]2CCC(=O)N3CC[C@@H](C1)[C@@H]23	-8	7
Brc1ccc(-c2csc3[n+]2CCCCC3)cc1	-9	4
Cc1ccc2occ(CN3CCN(c4ccccc4)CC3)c(=O)c2c1	-8	12
CC(C)Oc1ccc(C(=O)NCCNC(=O)c2ccco2)cc1	-17	11
Cc1cc(=O)oc2cc(OCCc3ccccc3)ccc12	-24	2
Cc1ccc(S(=O)(=O)NC(=O)COc2ccccc2C)c(C)c1	-15	-4
CC(Oc1ccccc1)C(=O)NN1Cc2ccccc2C1=N (configuration not stated)	-8	9
CCC(C)c1ccccc1O (configuration not stated)	-9	1
CCOC(=O)N1CCN(C(=O)c2ccc(S(=O)(=O)Nc3ccccc3)cc2)CC1	9	15
Cc1cccc2cc(COC(=O)c3ccccc3)c(=O)[nH]c12	-7	11
Oc1c(C(c2cccs2)N2CCC3(CC2)OCCO3)sc2ncnn12 (configuration not stated)	-15	5
O=c1[nH]c2ccccc2nc1Cc1ccccc1	-5	18
CN(Cc1ccc(Cl)cc1)C(=O)COC(=O)CSc1ccc([N+](=O)[O-])cc1	1	0
O=C(Cn1c(=O)oc2cc(S(=O)(=O)N3CCCCC3)ccc21)N1CCc2ccccc2C1	-5	12

Outcome played no part in choosing rows; about 2% have a hit in one of these screens.
